Source: PubChem (Southern Research Specialized Biocontainment Screening Center)
influenza NS1A = NS1A inhibition, H1N1 influenza, cell based functional assay (AID 504329); 340,000 tested, 0.3% active; NS1A functional cell-based assay, percent inhibition; higher % means a stronger effect; inhibition, % at 12.5 µM, or IC50 in µM where a hit was titrated; in the data active = a potency from the dose series; inconclusive = inhibition above about 27% without an active follow-up result; note: strong numbers were not always called active
PhoP GFP inhibition = PhoP regulon inhibitors, Salmonella typhi PhoP promoter GFP reporter, confirmatory (AID 1850). Salmonella Typhi PhoP-promoter GFP reporter, fluorescence, 4 h; higher % means a stronger effect. inhibition, % at 50 µM; hits with a dose series show IC50 in µM. 310,000 tested, 0.33% active; in the data active = a potency from the dose series; inconclusive = inhibition mostly from about 25% at the one dose, without a potency; inactive = the rest, 99 in 100 with inhibition below about 19%;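 note: 0% = induced wells with vehicle and 100% = uninduced wells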
H37Rv inhibition = M. tuberculosis growth inhibition, HTS (AID 449762); M. tuberculosis H37Rv growth inhibition, 7H9 media; higher % means a stronger effect; inhibition, % at 25 µM, or IC50 in µM where a hit was titrated; 330,000 tested, 0.59% active; in the data active = a potency from the dose series; inconclusive = inhibition above about 70% without an active follow-up result;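 note: bacterial growth assessed after seven days of incubation; strong numbers were not always called active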
M. tuberculosis = growth inhibition of non-replicating M. tuberculosis (AID 488890) | Mycobacterium tuberculosis non-replicating, growth inhibition; higher % means a stronger effect | inhibition, % at 25 µM; hits with a dose series show IC50 in µM | 320,000 tested, 0.39% active; in the data active = a potency from the dose series; inconclusive = inhibition mostly from about 82% at the one dose, without a potency; inactive = the rest, 99 in 100 with inhibition below about 76%;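 note: plate controls were DMSO cells for no effect and high antibiotic wells for full effect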
inhibitors of VEEV = inhibitors of VEEV TC-83 cytopathic effect, confirmation, Vero cells (AID 588727). Vero cells, VEEV TC-83 cytopathic effect inhibition; higher % means a stronger effect. inhibition, % at 20 µM; hits with a dose series show IC50 in µM. 350,000 tested, 0.13% active; in the data active = a potency from the dose series; inconclusive = inhibition mostly from about 14% at the one dose, without a potency; inactive = the rest, 99 in 100 with inhibition below about 12%; note: strong numbers were not always called active
inhibitors of VEEV 10K pilot screen = second read-out of inhibitors of VEEV, no call of its own (marks repeat the call); inhibition, %; measured here: 10K pilot screen inhibition
Starred values were filed as active, the others as inactive; i = inactive; ? = inconclusive; . = not tested or not shown.

SMILES	influenza NS1A	PhoP GFP inhibition	H37Rv inhibition	M. tuberculosis	inhibitors of VEEV	others
CCCCC(CC)C(=O)NCCc1ccc(S(N)(=O)=O)cc1 (stereo unspecified)	-5%	15%	-7%	-8%	i
Cc1ccccc1N1CCN(C2CCCN(C(=O)c3cc(CC(C)C)nn3C)C2)CC1 (stereo unspecified)	-3%	0%	2%	16%	0.8%
CC(C)CCNC(=O)CN(Cc1ccccc1Cl)C(=O)CCC(=O)Nc1ccccn1	4%	7%	-2%	-1%	1.0%
CCN(CC)CCNC(=O)c1cc(-c2ccc(Br)s2)nc2ccccc12	1%	1%	20%	72%	11%
Cc1csc(NC(=O)c2cccc(S(=O)(=O)N3CCN(C)CC3)c2)n1	9%	3%	-3%	-2%	1.9%	inhibitors of VEEV 10K pilot screen=1.1
CCCCNC(=O)CCn1nc(-c2ccccc2)ccc1=O	-9%	-6%	1%	2%	0.8%	inhibitors of VEEV 10K pilot screen=1.6
COc1ccc(NC(=O)c2ccccc2Oc2ccccc2)cc1	-1%	1%	20%	75%	4.5%
Cc1nn2c(-c3ccc(S(=O)(=O)N4CCN(C)CC4)o3)nnc2c2ccccc12	-1%	-36%	4%	-19%	2.1%
Cc1ccc(S(=O)(=O)N2CCC(C(=O)OCC(=O)N3CCCC(C)C3)CC2)cc1C (stereo unspecified)	-4%	-4%	-1%	17%	1.4%
C=CCn1c(COc2ccccc2)nnc1SCC(=O)NCC(=O)OCC	-8%	-6%	-7%	6%	0.4%
NC(=O)C1(N2CCCCC2)CCN(Cc2ccc(F)cc2)CC1	-2%	-3%	-1%	-8%	0.4%
CCN(CC)S(=O)(=O)c1ccc(-c2nnco2)cc1	-1%	-7%	-3%	?	1.2%
COCCNc1nc(CSc2ccccc2)nc2sc(C)c(C)c12	-6%	-4%	8%	20%	12%
COc1ccc(Cl)cc1C(=O)NC(=S)Nc1cc(-c2nc3ccccc3[nH]2)ccc1C	-3%	16%	61%	-1%	8.6%
CC(=O)c1cccc(N(CC(=O)NC2CCCCC2)C(=O)CNC(=O)c2cccs2)c1	1%	-14%	11%	4%	2.4%
CC(=O)n1nc(-c2ccccc2)nc1NCc1ccc(F)cc1	3%	-10%	-2%	-7%	5.3%
O=C(CCc1ccccc1)Nc1ccccc1[N+](=O)[O-]	3%	-3%	-2%	7%	3.0%
COc1ccc(OCc2cc(C(=O)NCCCc3ccccc3)no2)c(Cl)c1	-11%	-7%	9%	3%	6.5%
COc1ccc(CN(C(=O)c2ccc(-c3ccccc3)[nH]2)C(C(=O)NCC2CCCO2)c2ccc(C)o2)cc1 (stereo unspecified)	-2%	7%	?	64%	i
O=C(Nc1ccc(S(=O)(=O)N2CCOCC2)cc1)c1ccc(=O)[nH]c1	.	4%	-2%	-9%	.
O=C(NCCN1C(=O)S/C(=C\c2ccc(OC(F)F)cc2)C1=O)c1cnccn1	23%	-4%	-8%	0%	8.3%
COc1cccc(-c2csc(N3CCN(C(=O)Nc4ccccc4OC)CC3)n2)c1	-2%	-6%	43%	18%	11%
Cc1ccc(CNC(=O)CSc2ccc(-c3ccco3)nn2)cc1	1%	-2%	17%	54%	i	inhibitors of VEEV 10K pilot screen=0.5
COc1ccc(Cl)cc1C(=O)O/N=C(\N)c1ccccn1	-6%	5%	25µM*	35%	9.5%
C/C(=N\Nc1ccc([N+](=O)[O-])cc1)c1ccc(-n2nncc2C)cc1	-7%	-10%	4%	32%	12%

16 consecutive records from above:
SMILES	influenza NS1A	PhoP GFP inhibition	H37Rv inhibition	M. tuberculosis	inhibitors of VEEV	others
CCCCC(CC)C(=O)NCCc1ccc(S(N)(=O)=O)cc1 (stereo unspecified)	-5%	15%	-7%	-8%	i
Cc1ccccc1N1CCN(C2CCCN(C(=O)c3cc(CC(C)C)nn3C)C2)CC1 (stereo unspecified)	-3%	0%	2%	16%	0.8%
CC(C)CCNC(=O)CN(Cc1ccccc1Cl)C(=O)CCC(=O)Nc1ccccn1	4%	7%	-2%	-1%	1.0%
CCN(CC)CCNC(=O)c1cc(-c2ccc(Br)s2)nc2ccccc12	1%	1%	20%	72%	11%
Cc1csc(NC(=O)c2cccc(S(=O)(=O)N3CCN(C)CC3)c2)n1	9%	3%	-3%	-2%	1.9%	inhibitors of VEEV 10K pilot screen=1.1
CCCCNC(=O)CCn1nc(-c2ccccc2)ccc1=O	-9%	-6%	1%	2%	0.8%	inhibitors of VEEV 10K pilot screen=1.6
COc1ccc(NC(=O)c2ccccc2Oc2ccccc2)cc1	-1%	1%	20%	75%	4.5%
Cc1nn2c(-c3ccc(S(=O)(=O)N4CCN(C)CC4)o3)nnc2c2ccccc12	-1%	-36%	4%	-19%	2.1%
Cc1ccc(S(=O)(=O)N2CCC(C(=O)OCC(=O)N3CCCC(C)C3)CC2)cc1C (stereo unspecified)	-4%	-4%	-1%	17%	1.4%
C=CCn1c(COc2ccccc2)nnc1SCC(=O)NCC(=O)OCC	-8%	-6%	-7%	6%	0.4%
NC(=O)C1(N2CCCCC2)CCN(Cc2ccc(F)cc2)CC1	-2%	-3%	-1%	-8%	0.4%
CCN(CC)S(=O)(=O)c1ccc(-c2nnco2)cc1	-1%	-7%	-3%	?	1.2%
COCCNc1nc(CSc2ccccc2)nc2sc(C)c(C)c12	-6%	-4%	8%	20%	12%
COc1ccc(Cl)cc1C(=O)NC(=S)Nc1cc(-c2nc3ccccc3[nH]2)ccc1C	-3%	16%	61%	-1%	8.6%
CC(=O)c1cccc(N(CC(=O)NC2CCCCC2)C(=O)CNC(=O)c2cccs2)c1	1%	-14%	11%	4%	2.4%
CC(=O)n1nc(-c2ccccc2)nc1NCc1ccc(F)cc1	3%	-10%	-2%	-7%	5.3%

Remaining list, next part:
SMILES	influenza NS1A	PhoP GFP inhibition	H37Rv inhibition	M. tuberculosis	inhibitors of VEEV	others
CCC(C)N1CCCCC1C(=O)Nc1c(C)cc(C)cc1C (stereo unspecified)	4%	1%	-1%	8%	i
CC(=O)/C(N=Nc1nc2c([nH]1)c(=O)n(C)c(=O)n2C)=C(\C)O	6%	0%	3%	-4%	i
Cc1cc(NC(=O)c2cc3ccccc3oc2=O)no1	-15%	.	.	.	1.4%
CCCCNC(=O)C1C2C=CC3(CN(Cc4ccc(C)cc4)C(=O)C13)O2 (stereo unspecified)	10%	-1%	-4%	-24%	i
CC(=O)Nc1ccc(NC(=O)Cn2c(=O)n(-c3ccccc3)c(=O)c3oc4ccccc4c32)cc1	-7%	-15%	-2%	17%	1.4%
C/C(CC(=O)Nc1ccc(Cl)cc1C(F)(F)F)=N\NC(=O)c1ccccn1	-3%	-16%	?	76%	4.9%
c1ccc(-c2noc(CSc3nnc(Cc4cccs4)n3-c3ccccc3)n2)cc1	9%	1%	2%	26%	4.6%
CN1CCC[C@@H]1CCO[C@](C)(c1ccccc1)c1ccc(Cl)cc1	0%	.	.	.	i
COc1ccc(OCC(=O)OCC(=O)Nc2ccc(S(=O)(=O)N3CCCCC3)cc2)cc1	8%	3%	-3%	8%	0.9%
CC1CC(C)CN(C(=O)Cn2c(SCC(=O)N3CCc4ccccc4C3)nc3ccccc32)C1 (stereo unspecified)	-10%	15%	10%	20%	6.6%
Cc1cc(CSc2ccccc2)ccc1NC(=O)COc1ccccc1	1%	6%	?	22%	5.9%
COc1ccc2c(c1)C(C)=CC(C)(C)N2C(=O)CN1C(=O)CCC1=O	9%	8%	-1%	-2%	i
CCN(CC)CCN(C(=O)c1ccc(S(=O)(=O)N(CC)c2ccccc2)cc1)c1nc2c(OC)ccc(OC)c2s1	-14%	-6%	-3%	-1%	1.2%
CCN(CC)C(=O)c1[nH]cnc1C(=O)N[C@H](C)c1ccccc1	-11%	.	9%	52%	i
NC(=O)C1(N2CCCCC2)CCN(C2CC(=O)N(CCc3ccccc3)C2=O)CC1 (stereo unspecified)	0%	-1%	-5%	i	i
CN1CCN(c2oc(-c3ccc([N+](=O)[O-])cc3)nc2C#N)CC1	-21%	4%	3%	-7%	i
O=C1NC2(O)C(=O)c3ccccc3C2(O)N1 (stereo unspecified)	-9%	5%	0%	-7%	0.7%
CC1=C(C(=O)Nc2ccccc2C)C(c2ccc(C)o2)C2=C(CCCC2=O)N1 (stereo unspecified)	-1%	-6%	-2%	10%	0.7%
S=C(Cc1ccccc1)NCCc1ccccc1	1%	-7%	3%	73%	i
Cc1noc(C)c1C(=O)Nc1cc(Cl)ccc1N1CCOCC1	6%	.	3%	9%	2.5%
CCOC(=O)CCC(NC(=O)c1cncc(O)c1)C(=O)OCC (stereo unspecified)	-16%	8%	11%	1%	0.1%
COc1cc2[nH]c(=O)n(CCC(=O)N3CCC(N4CCCCC4)CC3)c(=O)c2cc1OC	-10%	4%	16%	-5%	6.9%	inhibitors of VEEV 10K pilot screen=1.9
O=C(NNC(=O)c1ccncc1)Nc1cccc(C(F)(F)F)c1	-2%	-9%	-1%	49%	0.6%
COc1ccc(-c2ccnc3c(C#N)cnn23)cc1	2%	-2%	-3%	-9%	0.7%
C[C@H](CO)N1C[C@H](C)[C@@H](CN(C)C(=O)Nc2ccc3c(c2)OCO3)Oc2c(cccc2N(C)C)C1=O	-26%	.	1%	9%	0.6%
New compounds follow:
SMILES	influenza NS1A	PhoP GFP inhibition	H37Rv inhibition	M. tuberculosis	inhibitors of VEEV	others
Cc1csc(=O)n1CC(=O)OC(C)C(=O)Nc1ccc(N(C)C)cc1 (stereo unspecified)	4%	.	.	.	i
CN(Cc1ccccc1)C(=O)CCS(=O)(=O)c1ccc2c(c1)n(C)c(=O)c(=O)n2C	-9%	-5%	-9%	-3%	0.4%
CC(C)CC(=NNC(=O)c1ccncc1)c1cc(Cl)ccc1O	-4%	.	.	.	?
CCOC(=O)c1c(C)c(C(=O)NCc2ccccc2OC)c(C)n1C	-2%	-2%	-1%	30%	i
O=C(Nc1ccccc1)N1CCc2ccccc2C1	5%	2%	-5%	30%	0.9%
COc1cccc(CNc2ccc(F)c([N+](=O)[O-])c2)c1O	4%	-10%	-3%	5%	0.3%	inhibitors of VEEV 10K pilot screen=1.4
COc1ccc2[nH]c(CN3CCC(n4nccc4NC(=O)C4CC4)CC3)c(C)c2c1	18%	-2%	-2%	-1%	1.3%
CN(C)C(=O)COC(=O)c1cccc(S(=O)(=O)N2CC3(C)CC2CC(C)(C)C3)c1 (stereo unspecified)	5%	.	-4%	-6%	0.9%
COc1ccc(CCNC(=O)CN2CCC(n3nnc4cc(F)ccc43)CC2)cc1OC	-3%	.	.	.	0.7%
COc1ccc(/C=N/NC(=O)c2cccc(NC(=O)c3ccccc3Cl)c2)cc1	-10%	2%	-4%	19%	i
CCc1nnc(NC(=O)NC(C)(C)C)s1	-13%	3%	-1%	-3%	0.1%
CC(OC(=O)CC1CCCC1)C(=O)Nc1ccc(S(N)(=O)=O)cc1 (stereo unspecified)	-6%	-3%	-3%	-6%	1.6%
O=C(NCCc1ccccn1)c1c(-c2ccsc2)sc2ccccc12	-10%	.	2%	56%	9.4%
CCn1cc(S(=O)(=O)NCc2ccc(OC)cc2)cn1	6%	-6%	7%	-21%	0.6%
COc1ccc(-c2nnc3n2N=C(C)CS3)cc1OC	-9%	-4%	-10%	-3%	2.2%
CCOc1ccc(NC(=O)Cn2nnc(C(=O)NCc3ccc(OC)cc3)c2N)cc1	-6%	-3%	1%	-10%	i
Cc1ccc(C(=O)CCC(=O)N2CCN(C(=O)c3ccco3)CC2)cc1	0%	-3%	-3%	-2%	i
CCCCNc1c(-c2ccc(Sc3ccc(OC)cc3)cc2)nc2cc(C)ccn12	1%	.	?	48%	0.6%
Cc1ccc(C(=O)c2ccccc2C(=O)OCC(=O)Nc2ccc(SC(F)F)cc2)cc1	-2%	-16%	2%	7%	i
COc1ccc(-n2cc(-c3ccccc3)[nH]c2=S)cc1	8%	-7%	8%	-13%	0.6%
COc1ccccc1NS(=O)(=O)c1cc(C(=O)NCC2CCCO2)ccc1C (stereo unspecified)	-4%	5%	2%	-4%	3.2%
Cc1cc(NC(=O)Nc2ccccc2)n(-c2ccccc2)n1	-1%	6%	-3%	1%	i
O=C(c1ccccc1)c1cccc(C(=O)c2ccccc2)c1	-19%	.	13%	68%	6.6%
FC(F)(F)c1cccc(NC(=S)NCc2ccc(Cl)cc2)c1	-5%	-2%	67%	75%	i
Cc1ccc(C(=O)OCC(=O)N(C)C2CCS(=O)(=O)C2)cc1S(=O)(=O)N1CCCCC1 (stereo unspecified)	-1%	7%	-5%	-1%	i
O=C(NCCCN1CCOCC1)C(Cl)(Cl)Cl	-3%	-2%	-6%	27%	i
CN=c1scc(-c2ccc([N+](=O)[O-])cc2)n1/N=C/c1ccco1	14%	0%	1%	15%	1.8%
